FID counter: displaces DNA intercalator in HCV helicase counter-screen | hit rate 0.17% among 290,000 | DNA fluorescent intercalator displacement, fluorescence | inhibition, % at 7.9 µM; in the data active means inhibition above about 37%;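 further: 0% = vehicle and 100% = reference compound; higher means more ethidium bromide displaced from hairpin DNA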
IMP-1 inhibitor: blocks Pseudomonas aeruginosa IMP-1 metallo-beta-lactamase | hit rate 0.45% among 290,000 | purified IMP-1, nitrocefin hydrolysis, epi-absorbance fluorescence | AID 1556 | inhibition, % at 5.6 µM;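 active means inhibition above the mean plus 3 SD of all compounds in the same screening run, cut at about 4.5% in these data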;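 further: 0% = IMP-1 with DMSO and 100% = DMSO wells lacking enzyme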
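System – purified recombinant IMP-1 beta-lactamase · Input – IMP-1 dispensed at 0.2 nM · Timing – 15 min preincubation plus 25 min reaction at 25 °C · Signal – Epi-absorbance fluorescence, 480 nm excitation, 530 nm emission · Measure – percent IMP-1 inhibition derived from blank-referenced optical density · Controls – Enzyme-plus-DMSO low control, enzyme-free DMSO high control · Replication – singlicate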
VIM-2 inhibitor: inhibitors of Pseudomonas aeruginosa VIM-2 metallo-beta-lactamase | AID 1527 | purified VIM-2, nitrocefin hydrolysis, epi-absorbance fluorescence | hit rate 0.89% among 290,000 | inhibition, % at 5.6 µM;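 active means inhibition above the mean of all tested compounds plus 3 SD, cutoff set per screening run, cut at about 7.5% in these data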;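 further: red hydrolysis product quenches plate fluorescence so inhibitors raise well fluorescence; 0% = enzyme with DMSO and 100% = DMSO without enzyme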
MEKK2 WT-MEK5: raises or lowers MEK5 binding to wildtype human MEKK2 PB1 domain; hit rate 1.1% among 290,000; bead flow cytometry, Alexa488-MEK5 binding to MEKK2 WT; actives lie on both sides; binding response (% of control), % at 10 µM; in the data active means binding response below about 67% or above about 130%
PfM18AAP inh: blocks P. falciparum M18 aspartyl aminopeptidase; recombinant PfM18AAP, H-Glu-NHMec fluorogenic cleavage; hit rate 1.2% among 290,000; inhibition, % at 7.35 µM;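 active means inhibition above the campaign mean inhibition over all tested compounds plus 3 SD, cut at about 28% in these data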;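 further: 0% = plate median of test compound wells and 100% = 2 mM ZnCl2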
MEKK2mut PB1 HTS: signal of MEK5 binding to mutant human MEKK2 PB1 domain; percent response, % at 10 µM; hit rate 0.35% among 290,000; AID 1530; bead flow cytometry, Alexa488-MEK5 binding to MEKK2 mutant; in the data active means percent response above about 24%, passing the limit was not always enough; further: inactives centre near 1; some results filed as inactive read as strong as hits
UBC9 SUMO inh: inhibitors of human SUMOylation (UBC9). P63279. HTRF SUMOylation assay, SAE1/SAE2 + UBC9, in vitro. inhibition, % at 35 µM. hit rate 0.36% among 290,000; in the data active means inhibition above about 50%, passing the limit was not always enough; further: strong numbers were not always called active
Target sequence (P63279 whole entry, looked up): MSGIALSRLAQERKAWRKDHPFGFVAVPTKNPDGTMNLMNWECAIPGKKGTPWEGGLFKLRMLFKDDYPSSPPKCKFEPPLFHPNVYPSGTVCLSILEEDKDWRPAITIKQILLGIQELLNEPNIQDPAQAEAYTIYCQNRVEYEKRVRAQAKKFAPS
NALP1 yeast inh: NALP1 inhibition; inhibition, % at 10 µM; hit rate 0.61% among 280,000; S. cerevisiae NALP1/ASC/caspase-1 growth, X-gal OD620, 72 h; AID 2071; in the data active means inhibition mostly above about 24%, no sharp cut-off; inactive means mostly below about 32%; further: some compounds called inactive have numbers as strong as hits
NS3 helicase inh: blocks Hepatitis C virus NS3 helicase unwinding | hit rate 0.56% among 290,000 | NS3 helicase DNA unwinding, Cy5 molecular beacon fluorescence | inhibition, % at 10.9 µM;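 active means inhibition above the mean of all tested compounds plus 3 SD, set per campaign, cut at about 35% in these data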;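 further: 0% = DMSO wells and 100% = thioflavine S control wells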
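Test system: hepatitis C virus NS3 helicase domain fragment enzyme. Also added: annealed dual-labelled DNA beacon duplex, ATP-started. Timing: 60 min unwinding reaction at 25 °C after ATP addition. Technique: Cy5 fluorescence. Measure: % inhibition of unwinding.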
* hit, by the source's call; / = no result given; [ ] = dose if it differs, or a comment.

SMILES	FID counter	IMP-1 inhibitor	VIM-2 inhibitor	MEKK2 WT-MEK5	PfM18AAP inh	MEKK2mut PB1 HTS	UBC9 SUMO inh	NALP1 yeast inh	NS3 helicase inh
CCCc1c(CC)c(=N)c2ccccc2n1C	8	8.8*	-4.3	86	-10	-13	-1	15	6
CCCCCn1c(SC(C)C(C)=O)nc2c1c(=O)[nH]c(=O)n2C (centres undefined)	-20	-5.8	-1.4	109	4	10	9	-3	4
Cc1ccc(NC(=O)C2=NNC(=O)CC2)cc1F	-6	-1.8	0.4	91	-13	-8	21	36*	6
O=C(NCC(c1ccc(F)cc1)N1CCOCC1)c1ccc(Br)o1 (centres undefined)	-6	0.1	-1.8	94	1	0	4	-8	-8
COc1ccc(-c2nn(-c3ccccc3)cc2C2CC(c3cccs3)=NN2C(=O)CCC(=O)O)cc1 (centres undefined)	-10	-2.2	-0.2	91	-1	-23	24	/	-1
O=C(N=C1SC2CS(=O)(=O)CC2N1c1ccc(Cl)cc1Cl)C1CC1 (centres undefined)	-25	-1.9	-1.2	106	1	9	6	13	-5
Cc1ccc(C)c(S(=O)(=O)NCCCN2CCOCC2)c1	6	-1.9	-4.2	91	-4	-2	16	3	-13
O=C(NCc1ccc(F)cc1)C1CCCN(C(=O)Nc2ccc(F)cc2)C1 (centres undefined)	-8	-2.0	-0.3	98	-3	-2	-3	8	2
CCOC(=O)C1=C(C)NC(=O)NC1/C=C/c1ccccc1OC (centres undefined)	-23	-4.2	-0.1	97	-6	-2	9	4	4
CC(=O)c1ccc(NC(=S)Nc2ccc(Br)c(Cl)c2)cc1	1	-3.5	0.3	100	-6	-5	-3	3	2
CCn1cc(C(=O)OCC(=O)N(C)C2CCS(=O)(=O)C2)c(=O)c2ccc(C)nc21 (centres undefined)	-6	-3.3	-2.4	106	-6	9	-5	1	-2
C[C@H]1COC2=C1C(=O)C(=O)c1c2ccc2c1CCCC2(C)C	-20	2.8	-0.3	90	0	-4	42	-1	27
CCSc1nc2n(n1)C(c1cccc(F)c1)C1=C(CCCC1=O)N2 (centres undefined)	-3	-3.5	-3.1	105	-4	2	31	15	5
COc1cc(OC)cc(C(=O)N[C@H](C(=O)OCC(=O)Nc2sccc2C#N)C(C)C)c1	-22	-3.7	-1.9	101	1	-4	10	2	4
CSc1ccccc1OCc1cc(C(=O)N2CCSCC2)no1	-25	-0.7	-0.2	103	-7	3	0	10	3
CC(NC(=O)c1ccco1)C(=O)N1CCN(c2ccccc2)CC1 (centres undefined)	-9	-3.7	-2.2	104	-4	5	-6	2	-6
CCn1c(SCC(=O)NCCc2ccccc2)nnc1C(C)C	-10	-1.8	0.5	76	-1	-14	15	-45	-4
COc1cscc1C(=O)O	-3	-1.9	-1.7	98	-10	-3	10	18	7
Cn1c(CNc2ccc(O)cc2)nc2ccccc21	-2	-1.4	-2.9	104	16	4	60	17	-3
COc1ccc(NCc2nnc(-c3ccccc3)o2)cc1	-15	-3.9	-2.1	100	-4	1	9	-8	2
CC1=NN(c2ccc(Cl)cc2)C(=O)C1	-2	-4.0	-2.7	95	-1	-4	5	6	1
CCn1ncc(/C=N/NC(=O)c2ccc3c(c2)OCO3)c1C	-4	-3.4	-4.8	115	5	7	3	8	5
O=C(Nc1ccon1)c1cc2c(s1)CCCC2	5	-1.7	-1.2	98	2	6	-1	44	1
CCS(=O)(=O)N1CCN(c2cccc(C)c2C)CC1	-14	-3.4	0.6	102	6	8	-7	15	4
CC1(c2ccc3ccccc3c2)NC(=O)N(CC(N)=O)C1=O (centres undefined)	-4	-3.6	-2.1	104	2	5	8	8	4
Remaining list, next part:
SMILES	FID counter	IMP-1 inhibitor	VIM-2 inhibitor	MEKK2 WT-MEK5	PfM18AAP inh	MEKK2mut PB1 HTS	UBC9 SUMO inh	NALP1 yeast inh	NS3 helicase inh
O=C(/C=C(\c1ccc(Cl)cc1)n1cncn1)c1ccc(Cl)cc1	-10	-3.2	-1.0	99	73*	1	5	-10	-1
CCCn1c(N)cc(=O)n(C)c1=O	-6	-1.4	-2.9	102	-9	-1	-9	7	7
Nc1nc(SCc2ccccc2Cl)n[nH]1	-1	-2.9	-1.9	99	-6	-1	4	-1	1
Cc1cccc(NC(=O)Nc2ccc(C)cc2Br)c1	1	-2.8	-2.2	109	-1	0	-11	38	9
COCCN(C(=O)c1ccco1)C(C(=O)NC1CCCC1)c1cccs1 (centres undefined)	-7	-3.8	-6.6	96	0	-1	7	-86	4
Cc1ccc(S(=O)(=O)Nc2ccc(O)c3cccnc23)cc1	-2	-0.5	-3.3	81	49*	-10	-53	16	-10
O=C(NNC(=O)C1CCN(S(=O)(=O)c2cccc(Cl)c2)CC1)C1CC1	-6	-3.3	0.4	94	-2	-2	21	/	-5
CC(CCc1ccccc1)NC(=O)c1ccc(F)cc1 (centres undefined)	-8	-0.6	-2.6	108	-1	4	7	12	4
CCOc1ccc(Cc2onc3c2C(=O)CCC3)cc1OCC	-15	-2.5	-0.9	101	-10	-2	17	4	-8
C/C(=N\NC(=O)CC#N)c1cc2ccc(O)cc2oc1=O	-2	0.2	0.8	102	15	2	13	-24	5
Cn1c(=O)c2c(nc(SCC(=O)N3CCc4ccccc4C3)n2C)n(C)c1=O	-5	-3.7	-1.7	100	-4	3	26	-2	-2
CCN1CCN(Cc2c(O)ccc3c(=O)c(-c4ccc(OC)c(OC)c4)c(C)oc23)CC1	5	-0.6	1.2	103	1	6	8	1	10
Cc1cccc(Nc2nnc(SCc3cn4ccsc4n3)s2)c1	-20	-2.2	-2.5	105	-14	6	-6	-8	7
Cc1cc(Oc2nnnn2-c2ccccc2)ccc1Cl	-8	-0.8	-1.6	98	3	-6	9	15	-1
CSc1ncc(CN2CCN(C3CCN(C(C)C)CC3)C(CCO)C2)cn1 (centres undefined)	10	-1.7	-3.5	99	4	-8	14	1	7
O=C(Cn1cncn1)NCc1cccc(C(F)(F)F)c1	-2	-0.4	-1.4	95	20	-9	4	-18	5
N#CCC(CNc1ncc(C(F)(F)F)cc1Cl)OC(=O)c1cccc(C(F)(F)F)c1 (centres undefined)	-9	-2.4	-2.0	96	-5	-7	-13	31	-9
COc1ccc(Cl)cc1C(=O)NNC(=S)NC(=O)c1cc(-c2ccc(Cl)cc2)nc2ccccc12	-3	-3.4	-2.8	98	-2	1	-7	2	10
Cc1ccc(S(=O)(=O)/C(C#N)=C/c2c(N3CCCCC3)nc3ccccn3c2=O)cc1	1	-1.1	-1.1	87	-6	-11	6	8	-1
CC1CC(=O)N(CC(=O)NCc2ccc3c(c2)OCO3)c2ccccc2S1 (centres undefined)	-29	-1.2	-3.0	/	0	/	5	37	-8
CC1=C(C#N)C(Nc2cc(C)ccn2)(C(F)(F)F)C(=O)N1 (centres undefined)	0	-2.6	-2.1	92	2	-8	1	5	8
Cc1cc(C)cc(NC(=S)N2CCN(C(=O)c3ccco3)CC2)c1	-11	-0.3	-0.1	109	4	5	-5	-9	-8
CCOC(=O)CNc1c(-c2ccccc2)nc2ccc(Cl)cn12	-3	-2.5	-1.5	97	2	1	-13	25	0
Cc1ccc2nc(SC(C)C(=O)NC3CCCc4ccccc43)[nH]c2c1 (centres undefined)	-13	-3.3	-2.5	104	2	23	4	24	-3
CC1C/C(=N\NC(=S)NCc2ccccc2)CC(C)(C)C1 (centres undefined)	0	-5.7	-6.6	96	11	-1	8	-2	-5

Entries listed so far that bear a hit mark in IMP-1 inhibitor.
mol	IMP-1 inhibitor	VIM-2 inhibitor	MEKK2 WT-MEK5	PfM18AAP inh	MEKK2mut PB1 HTS	UBC9 SUMO inh	NALP1 yeast inh	NS3 helicase inh
CCCc1c(CC)c(=N)c2ccccc2n1C	8.8*	-4.3	86	-10	-13	-1	15	6

Further compounds.
SMILES	FID counter	IMP-1 inhibitor	VIM-2 inhibitor	MEKK2 WT-MEK5	PfM18AAP inh	MEKK2mut PB1 HTS	UBC9 SUMO inh	NALP1 yeast inh	NS3 helicase inh
CCOCCCNC(=S)N(CCN(CC)CC)Cc1cc2cc3c(cc2[nH]c1=O)OCCO3	5	-0.5	0.2	102	4	4	14	17	-15
COc1ccc(NC(=O)C23CC4CC(C2)CC(n2cnc(Br)n2)(C4)C3)cc1OC	2	-1.3	-0.8	101	-1	-1	14	24	-2
O=Cc1ccc(O)c(O)c1	-2	-4.2	-4.1	105	48*	3	-8	10	2
CSCCC(N=Cc1c(O)n(-c2ccc(F)cc2)c(=O)[nH]c1=O)C(=O)O (centres undefined)	-7	-3.4	-3.4	105	-3	5	-3	8	10
CC(C)CN1C(=O)NC(NC(=O)c2cccs2)(C(F)(F)F)C1=O (centres undefined)	-1	-2.7	-1.6	96	-15	-5	15	-2	4
CCO/N=C/c1ccc(OC)c(Oc2nc(OC)cc(OC)n2)c1	-15	-1.0	2.4	103	-7	0	-19	2	-2
CN(C)C(=O)c1nc2ccccc2s1	2	-4.8	-1.8	97	-8	-1	12	29	-2
CCN(CC)Cc1c(C(=O)N2CCc3ccccc3C2)nc2ccc(Cl)cn12	-6	-2.5	-3.9	96	2	-7	16	4	1
Cn1c(CNC(=O)c2ccco2)nnc1SCC(=O)c1ccc(Br)cc1	-21	-1.1	-1.8	98	-1	-6	-1	-24	14
CCOC(=O)c1cnc(SCC(=O)Nc2ccc3c(c2)OCCO3)nc1N	-4	-3.8	-0.5	102	-16	0	19	5	12
COc1ccc(NC(=O)CN(C)S(=O)(=O)c2ccc3c(c2)c(=O)n(C)c(=O)n3C)cc1	-14	-2.1	-3.4	99	2	1	4	6	-8
CCC(C)(C)NC(=S)Nc1ccc(-c2nc3ccc(C)cc3s2)cc1	-6	0.3	-1.4	97	-11	-2	14	3	13
CC1CCCN(c2ccc3nc4ccccc4c(=O)n3n2)C1 (centres undefined)	-20	-2.2	-3.9	94	7	-11	16	8	-3
Cc1ncsc1C(=O)N1CCCC(CNS(=O)(=O)c2cccs2)C1 (centres undefined)	-1	-2.5	-3.6	101	-2	1	-3	3	-4
N#CCCN(Cc1cccnc1)C(=S)NC1CC2C=CC1C2 (centres undefined)	-2	-2.0	-1.6	100	-5	0	90	7	-4
COc1ccc(OC)c(CNn2c(-c3cccc(C)c3)nc3ccccc3c2=O)c1	-39	-3.5	-3.2	0.0*[inhibitor]	-4	-21	21	4	-5
O=C(CN(C(=O)Cn1nnc(-c2ccc(F)cc2)n1)C1CCCC1)NC1CCCC1	-2	-4.1	-6.0	94	-7	-2	11	10	2
NC(=O)C[n+]1cccc(CNC(=O)c2ccc(OC(F)F)cc2)c1	9	-2.9	-1.6	112	3	1	19	16	0
O=C(NN1C(=O)C2C(c3ccccc3)C=CC(c3ccccc3)C2C1=O)c1ccncc1 (centres undefined)	-24	12*	-0.1	74	-4	-19	7	4	1
COc1ccc(CCNS(=O)(=O)c2ccc3c(c2)NC(=O)C(C)S3)cc1OC (centres undefined)	-28	-1.5	-1.8	94	-5	0	14	10	-2

A second format for 2 compounds above:
Results follow in this order: FID counter, IMP-1 inhibitor, VIM-2 inhibitor, MEKK2 WT-MEK5, PfM18AAP inh, MEKK2mut PB1 HTS, UBC9 SUMO inh, NALP1 yeast inh, NS3 helicase inh
COc1ccc(NC(=O)CN(C)S(=O)(=O)c2ccc3c(c2)c(=O)n(C)c(=O)n3C)cc1
  -14, -2.1, -3.4, 99, 2, 1, 4, 6, -8
CCN(CC)Cc1c(C(=O)N2CCc3ccccc3C2)nc2ccc(Cl)cn12
  -6, -2.5, -3.9, 96, 2, -7, 16, 4, 1

Compound activity as filed in PubChem.

Rows were taken by chance; overall some 4.7% were active at least once.
